# Rat MKP-3 inhibitors – MKP-3 phosphatase inhibitors, primary screen, biochemical, rat enzyme, in vitro (AID 425). recombinant MKP-3 phosphatase activity, fluorescence; higher % means a stronger effect. Dual specificity protein phosphatase 6 (Rattus norvegicus). inhibition, % at 20 µM; hits with a dose series show IC50 in µM. actives 0.17% (n = 110,000); in the data active = inhibition above about 50%;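 also: plate controls were vehicle for no effect and reference inhibitor for full effect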
# Hsp70 inhibitors – Hsp70 inhibitors, probe displacement, primary screen, biochemical, fluorescence polarization (AID 583) | Heat shock 70 kDa protein 1A (Homo sapiens) | Hsp70 fluorescence polarization probe displacement, mP; higher % means a stronger effect | displacement, % at 20 µM, or IC50 in µM where a hit was titrated | actives 0.06% (n = 140,000); in the data active = displacement above about 50%;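 also: plate controls were vehicle for no effect and reference ligand for full effect; a part of the inactive calls stands beside numbers as strong as those of hits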
# * marks the source's active call; other numbers are inactive results; x = no result given; & = joins results of further samples. A portion of the library; the hit share may differ from the screen's.
SMILES,Rat MKP-3 inhibitors,Hsp70 inhibitors
Cc1ccc(/C=C2\SC(=S)N(CCc3ccccc3)C2=O)cc1,0%,-1.9%
C=CCc1ccccc1OCCn1cc(/C=C2/SC(=S)N(C)C2=O)c2ccccc21,1%,-4.7%
CC(=O)Nc1ccc(NC2=CC(=O)CC(C)(C)C2)cc1,2%,0.4%
O=C(c1ccco1)N1CCN(S(=O)(=O)c2cccc3nsnc23)CC1,3%,-2.8%
O=C(CCN1C(=O)c2ccccc2C1=O)Nc1ccc(S(=O)(=O)N2CCOCC2)cc1,-9%,0.9%
O=C(O)CCCCCN1C(=O)C(=O)/C(=C(/O)c2ccccc2)C1c1cccc([N+](=O)[O-])c1 (stereo not given),1%,-0.3%
O=C1C(N2CCOCC2)=C/C(=N\S(=O)(=O)c2ccc(Cl)cc2)c2ccccc21,6%,0.3%
CC(C)(C#N)NCCCCCCNC(C)(C)C#N,-1%,5.5%
Cc1ccc2nc(NC(=O)Cc3cccs3)sc2c1,x,-0.4%
Cn1c(C(=O)NCCN2CCN(c3ccccc3F)CC2)cc2c(=O)n(C)c3ccccc3c21,1%,-0.3%
COc1ccc(OC)c(N=Cc2c(O)n(-c3cc(OC)ccc3OC)c(=O)[nH]c2=O)c1,-3%,5.9%
CC(C(=O)Oc1ccc2c(c1)OCO2)N1C(=O)c2ccccc2C1=O (stereo not given),2%,-5.9%
O=C(Nc1ccccc1)Nc1nnc(-c2ccccc2F)s1,-1%,0.5%
COc1cccc(CNc2ccc(N3CCC(C)CC3)cc2)c1OC,x,-2.3%
C=CCSc1nccc(-c2cc(Cl)sc2Cl)n1,x,3.6%
O=C1C(Cl)=C(Nc2ccccc2F)C(=O)N1c1ccc(Cl)cc1,5%,2.1%
OCc1ccccc1NC(=S)Nc1cccnc1,x,-0.1%
COc1ccc(C(=O)NCC2OCCc3ccccc32)cc1 (stereo not given),x,0.3%
CC(C)Cn1c(N)c(C(=O)NCCN2CCOCC2)c2nc3ccccc3nc21,4%,3.8%
Cc1nc(NC(=O)c2ccc(Cl)cc2[N+](=O)[O-])sc1C,3%,-0.1%
CC(=Nc1cccc(C)c1)c1sc2ccccc2c1O,x,-12%
O=C(N1CCCC1)N1CCN(c2ncnc3c(-c4ccc(Cl)cc4)nsc23)CC1,-5%,1.6%
O=C(O)c1ccn(Cn2cnc3ccccc32)n1,2%,1.1%
Cc1cc(/C=C(\C#N)C(=O)NCc2cccs2)c(C)n1-c1ccc([N+](=O)[O-])cc1,x,-5.6%
COc1ccc(C2=NO[C@@H]3C(=O)N(c4cccc(C)c4C)C(=O)[C@H]23)cc1OC,-3%,2.8%
O=C1CC(c2ccco2)CC2=C1C=Nc1ccccc1N2 (stereo not given),0%,-1.5%
CCOC(=O)c1cn(CC)c2cc(Cl)c(-c3ccco3)c(Cl)c2c1=O,2%,-7.5%
COc1cccc(-c2nn(C)c3sc(C(=O)N4CCN(c5ccccc5)CC4)cc23)c1,4%,-1.5%
O=C(N/N=C/c1cc(O)ccc1[N+](=O)[O-])c1ccccn1,0%,2.5%
CCOC(=O)C1=C(O)/C(=C/c2ccc(N(C)C)cc2)SC1=Nc1cccc(Cl)c1,4%,-111%

# In a second layout: results already given.
smiles | Rat MKP-3 inhibitors | Hsp70 inhibitors
O=C(N/N=C/c1cc(O)ccc1[N+](=O)[O-])c1ccccn1 | 0% | 2.5%
CCOC(=O)C1=C(O)/C(=C/c2ccc(N(C)C)cc2)SC1=Nc1cccc(Cl)c1 | 4% | -111%
COc1ccc(C2=NO[C@@H]3C(=O)N(c4cccc(C)c4C)C(=O)[C@H]23)cc1OC | -3% | 2.8%
Cc1cc(/C=C(\C#N)C(=O)NCc2cccs2)c(C)n1-c1ccc([N+](=O)[O-])cc1 | x | -5.6%
CC(C)Cn1c(N)c(C(=O)NCCN2CCOCC2)c2nc3ccccc3nc21 | 4% | 3.8%
COc1cccc(CNc2ccc(N3CCC(C)CC3)cc2)c1OC | x | -2.3%
O=C(O)c1ccn(Cn2cnc3ccccc32)n1 | 2% | 1.1%

# The results go on.
SMILES,Rat MKP-3 inhibitors,Hsp70 inhibitors
Cc1noc(C)c1S(=O)(=O)N1CCCCC1,x,-3.0%
COc1ccc(OC)c(S(=O)(=O)Nc2ccc(O)c(Sc3ncn[nH]3)c2)c1,-4%,0.0%
Cc1ccc(S(=O)(=O)c2c(C)nn(C(C)(C)C)c2OC(=O)c2ccc(Br)o2)cc1,-6%,6.5%
CCC(C(=O)NCc1ccco1)N(Cc1cccs1)C(=O)CNS(=O)(=O)c1ccccc1 (stereo not given),x,-5.0%
CCOC(=O)c1cnc(SCC(=O)NCc2cccs2)nc1N,-10%,1.9%
C/C(=C\C(=S)Nc1ccccc1)Nc1ccc(Cl)cc1,-1%,0.3%
CC(=O)NC(CCS(C)(=O)=O)C(=O)Nc1ccc2c(c1)OCO2 (stereo not given),-5%,1.5%
CS(=O)(=O)N(CC(=O)Nc1cc(Cl)ccc1Cl)c1ccccc1,x,0.7%
O=C1C2C3C=CC(C3)C2C(=O)N1c1cc([N+](=O)[O-])ccc1O (stereo not given),2%,1.8%
COc1ccc(/C(O)=C2\C(=O)C(=O)N(c3cc(C)on3)C2c2ccccc2OC)cc1 (stereo not given),1%,-0.7%
CCc1ccc(N2CC(C(=O)Nc3cccc(C)c3C)CC2=O)cc1 (stereo not given),0%,x
O=C1C2C(C(=O)N1c1ccc(Br)cc1)N1CCCN1C2c1cccc([N+](=O)[O-])c1 (stereo not given),1%,-2.8%
Cc1cc(C)nc(SCc2nnc(SCC(=O)Nc3nc(-c4ccccc4)cs3)n2-c2ccccc2)n1,x,3.5%
COc1cc(/C=N\n2nnnc2N)ccc1OCc1ccc(C)cc1,0%,7.7%
CC1(C)Cc2ccccc2/C(=C(\Cc2ccccc2)C(N)=O)N1,2%,0.0%

# 3 entries from above, arranged by length of the SMILES, falling.
SMILES,Rat MKP-3 inhibitors,Hsp70 inhibitors
Cc1ccc(S(=O)(=O)c2c(C)nn(C(C)(C)C)c2OC(=O)c2ccc(Br)o2)cc1,-6%,6.5%
CC(=O)NC(CCS(C)(=O)=O)C(=O)Nc1ccc2c(c1)OCO2 (stereo not given),-5%,1.5%
CS(=O)(=O)N(CC(=O)Nc1cc(Cl)ccc1Cl)c1ccccc1,x,0.7%

# Remaining list, next part:
SMILES,Rat MKP-3 inhibitors,Hsp70 inhibitors
COCCn1c(SCC(=O)N2CCC(C)CC2)nc2ccccc2c1=O,-9%,3.0%
CCOc1cc(/C=C2/NC(=S)NC2=O)ccc1OCc1ccc(Cl)cc1,7%,-8.6%
O=C(Nc1ccc(CN2CCOCC2)cc1)c1ccccc1F,x,-0.4%
COc1ccc(OC)c(C2C(C(=O)OCCc3ccccc3)=C(C)NC3=C2C(=O)CCC3)c1 (stereo not given),1%,3.8%
CCOC(=O)c1c(-c2ccc(Cl)cc2)csc1NC(=O)C1CC=CCC1C(=O)O (stereo not given),4%,2.7%
COc1cc(/C=N/n2nnnc2N)cc(OC)c1OC,-2%,6.6%
COc1ccccc1NC(=O)CSc1nnnn1-c1ccc(C)cc1,x,0.2%
COc1cc(OC)c(-c2nc(-c3ccccc3)c(-c3ccc([N+](=O)[O-])cc3)[nH]2)cc1OC,3%,3.2%
O=C1C2C3C=CC(C3)C2C(=O)N1c1n[nH]c(-c2cccnc2)n1 (stereo not given),-13%,5.6%
CCCC(=O)c1cc(F)c(N2CCOCC2)cc1C,2%,7.6%
COc1ccc(N(CC(=O)Nc2ccccc2Br)S(=O)(=O)c2ccccc2)cc1Cl,-3%,-2.7%
Cc1c(C(=O)NCc2cccnc2)oc2ccccc12,-2%,3.0%
COc1ccc(OC)c(/C=C2\SC(=S)N(NC(=O)c3ccccc3)C2=O)c1,0%,-26%
COc1ccc(C2C(C(=O)OCCc3ccccc3)=C(C)NC3=C2C(=O)CCC3)cc1 (stereo not given),6%,1.1%
CCn1c(COc2cccc3ccccc23)nnc1SCC(N)=O,3%,3.5%

# Complete entries as entered above. Order of values: Rat MKP-3 inhibitors, Hsp70 inhibitors
# Results for `COc1ccc(C2C(C(=O)OCCc3ccccc3)=C(C)NC3=C2C(=O)CCC3)cc1` (stereo not given) = 6%, 1.1%
# Results for `COc1cc(/C=N/n2nnnc2N)cc(OC)c1OC` = -2%, 6.6%
# Results for `COc1cc(OC)c(-c2nc(-c3ccccc3)c(-c3ccc([N+](=O)[O-])cc3)[nH]2)cc1OC` = 3%, 3.2%

# (cont.)
SMILES,Rat MKP-3 inhibitors,Hsp70 inhibitors
Cc1ccc(-n2c(C)c([N+](=O)[O-])c3ccc(O)cc32)cc1,1%,2.2%
N#Cc1nc(COc2ccc(Cl)cc2)oc1NCc1ccc2c(c1)OCO2,-6%,2.0%
O=C(Nc1ccc2oc(-c3ccc(F)cc3Cl)nc2c1)c1ccc(Br)o1,-4%,-7.1%
Cc1ccccc1N(CC(=O)NCCc1ccc(Cl)cc1)S(=O)(=O)c1ccccc1,-2%,6.1%
O=C(Nc1cccc2cccnc12)c1ccc(Br)o1,4%,7.6%
Cc1noc(C)c1COc1cccc(C(=O)OCCOc2ccc(F)cc2)c1,-1%,-1.5%
CCc1nnc(NC(=O)c2cnccn2)s1,-7%&4%,0.6%&-2.7%
COc1cc2c(C(=O)NCCCN3CC(C)CC(C)C3)cn(CC(C)C)c(=O)c2cc1OC (stereo not given),3%,1.9%
CCn1c(C)nc2c(=O)oc3ccccc3c21,-4%,-1.1%
CCOC(=O)Nc1sc2c(c1C#N)CCC(C)C2 (stereo not given),-3%,-0.9%
COc1cc(S(=O)(=O)NC2CCCCC2)ccc1Cl,5%,0.6%
CCN(CC)CCCNC(=O)c1cc(-c2ccc(Cl)c(Cl)c2)on1,-42%,5.2%
CCN(CCCNC(=O)CNC(=O)Cn1cnc2ccccc2c1=O)c1cccc(C)c1,21%,-1.4%
CC1(C)CC2CC(C)(CN2C(=O)COC(=O)c2ccc(Cl)c(N)c2)C1 (stereo not given),x,-1.4%
Cc1ccc(-n2nc(C)c(-c3cccc([N+](=O)[O-])c3)c2C)cc1Cl,-3%,2.9%
Cc1cc(C)cc(N(C(C)C(=O)NC2CCCC2)S(C)(=O)=O)c1 (stereo not given),x,2.8%
CCOC(=O)c1ccc(-n2c(C)cc(C=C3C(=O)c4ccccc4C3=O)c2C)cc1,-2%,x
COC(=O)c1c(NC(=O)CCC(=O)O)sc(C)c1-c1ccc(C)cc1,3%,-4.5%
CCN(CC)c1ccc(NC(=O)CN2CCN(c3ccc(F)cc3)CC2)cc1,12%,-0.6%
CCOC(=O)C(CNC(=O)c1ccccc1)(Oc1ccc(Cl)cc1)C(=O)OCC,-2%,-3.2%
O=[N+]([O-])c1ccc(/C=N/Nc2nc(N3CCCCC3)nc(N3CCCCC3)n2)o1,x,-5.7%
COc1ccc([N+](=O)[O-])cc1NC1CCCC(C)C1 (stereo not given),0%,0.9%
O=C(Nc1cc(C(F)(F)F)ccc1Cl)c1ccc2c(c1)OCO2,-1%,-3.9%
CC(=O)Oc1ccc2nc(-c3ccc(C(C)(C)C)cc3)oc(=O)c2c1,4%,2.2%
CCCCC(=O)Nc1nnc(Cc2ccc(Cl)cc2Cl)s1,1%,8.5%
N#Cc1c(N)n[nH]c1-c1cc2c([nH]1)CCCC2,-5%,2.1%
O=S(=O)(N/N=C/c1cccc(OC2CSC2)c1)c1ccccc1,1%,1.1%
CCc1ccc(/C=C(/C#N)c2nc3ccc(C)cc3[nH]2)cc1,0%,-8.0%
O=C(NCCNc1ccc(Cl)cc1[N+](=O)[O-])c1cccnc1,1%,-4.5%
C=CCn1c(SCC2=C(C(=O)OCC)C(C)NC(=O)N2)nnc1C1CCCCC1 (stereo not given),-2%,-0.9%
COc1nc(N(c2ccccc2)c2ccccc2)nc(-n2ccnc2)n1,-7%,2.7%
Cc1ccccc1/C=C1/SC(N)=NC1=O,-2%,-1.1%
CN(CC(=O)NCc1ccccn1)S(=O)(=O)c1ccc(Cl)cc1,-6%,3.3%
O=S(=O)(NC1CCN(Cc2ccccc2)CC1)c1cccc(S(=O)(=O)N2CCOCC2)c1,-2%,9.3%
Cc1ccccc1NC(=S)N(CCN(C)C)C(C)c1ccccn1 (stereo not given),x,-0.1%
Cc1cccc(N2C(=O)CC(N3CCN(Cc4ccc(Cl)cc4)CC3)C2=O)c1 (stereo not given),2%,-2.4%
COc1ccc(CC(=S)N2CCOCC2)cc1OC,2%,-4.0%
Cc1cccc(C(=O)Nc2sc3c(c2C#N)CCCCC3)c1,x,5.5%
CC(C)NC(=O)NC(=O)COC(=O)Cc1ccsc1,-6%,0.2%
O=C(/C=C\Nc1ccc2c(c1)OCO2)c1ccc(F)cc1,-3%,-0.3%
C=C(C)Cn1c(Sc2nc3ccccc3[nH]2)nc2c1c(=O)[nH]c(=O)n2C,-3%,0.9%
CCOC(=O)c1c(NC(=O)c2ccc(Cl)cc2)sc(C(=O)Nc2cc(C(F)(F)F)ccc2Cl)c1C,3%,5.0%
CCc1ccc(C(C(=O)NC(C)(C)CC)N(Cc2ccco2)C(=O)Cn2nnc3ccccc32)cc1 (stereo not given),x,6.7%
COc1ccc(C(=O)N2CCN=C2SC)cc1OC,8%,-1.9%
O=[N+]([O-])c1cc(C(F)(F)F)ccc1Sc1nnnn1-c1ccccc1,2%,4.6%
CC(=O)N=CC1=C(O)c2ccccc2C1=O,3%,0.6%
CCC(=O)Nc1c2c(nc3c1CCC3)CCCC2,5%,0.9%
C#CCOC(=O)c1ccc(S(=O)(=O)N2CCOCC2)cc1,0%,3.8%
O=C(/C=C/c1ccc(Cl)cc1)Nc1ccc(N2CCOCC2)cc1,1%,-3.9%
CCCCCCOc1ccc(N2C(=O)CC(N3CCN(c4ccccn4)CC3)C2=O)cc1 (stereo not given),-1%,-4.6%
COc1ccc(N2CCn3c2nc2c3c(=O)n(CCCc3ccccc3)c(=O)n2C)cc1,-3%,-4.1%
O=C(O)c1cn(C2CC2)c2cc(N3CCNCC3)c(F)cc2c1=O,5%,-6.0%
COc1ccc(-n2c(Cc3cccn3C)nnc2SCC(=O)Nc2ccc(C)cc2C)cc1,6%,-0.4%
